Source: PubChem BioAssay
Pf growth 96h – inhibits malaria parasite growth, 96 h. P. falciparum luciferase reporter growth, 96 h. Potency, µM (top dose mostly 28.7 µM), for inactives: at the top dose activity change, negative = inhibition, most hits filed as inhibitors. 6.9% of 320,000 active. AID 504834; note: potency is the fitted concentration of half-maximal effect; % is set by controls: 0 for no effect and ±100 for the full control effect
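Cell-based qHTS: luciferase-tagged P. falciparum in erythrocytes (2% hematocrit, 0.05% parasitemia final) incubated with compounds for 96 hours, 37 C, 5% CO2; luciferase detection reagent then added and luminescence measured.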
Tb PYK inh – T. brucei pyruvate kinase inhibition; Q57TT1; TbPYK enzyme, Kinase-Glo Plus ATP luminescence, 45 min; 0.12% of 410,000 active; AID 624173; Potency, µM (highest dose often 76.8 µM), without a hit: top-dose activity, negative = inhibition, most hits filed as inhibitors; note: potency is the fitted concentration of half-maximal effect; % is set by controls: 0 for no effect and ±100 for the full control effect; nearly all actives have a fitted effect of over 50% in size
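T. brucei PYK with substrate was exposed to pin-transferred compounds across a concentration series, then started with 130 uM ADP (final). After 45 min at room temperature, Kinase-Glo Plus luminescence was read, normalized and curve-fitted.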
CHX counter – counter-screen for Shiga toxin inhibitors: cycloheximide protein synthesis inhibition; cell reporter, cycloheximide protein synthesis inhibition counterscreen; max response, %; AID 2314; 12% of 300,000 active; in the data active = max response mostly above about 13%, no sharp cut-off; inactive = mostly below about 14%; note: read at 38.3 µM for the half of the compounds with a filed dose; 0% is about no effect
Shiga inhibitor – inhibitors of Shiga toxin in Vero cells | inhibition, % at 38.7 µM | 9.2% of 290,000 active | Vero cells, Shiga toxin protein synthesis inhibition reporter; in the data active = inhibition mostly above about 28%, no sharp cut-off; inactive = mostly below about 43%; note: 0% is about no effect
LmPK inh – blocks Leishmania mexicana pyruvate kinase activity | Q27686 | purified LmPK, Kinase-Glo ATP luminescence, 1 h | Potency, µM (doses to about 57.5 µM), for inactives: at the highest dose activity change, negative = inhibition, usual class: inhibitors | 0.37% of 290,000 active | AID 1721; note: potency is the fitted concentration of half-maximal effect; % is set by controls: 0 for no effect and ±100 for the full control effect
Target sequence (Q27686 whole entry, looked up): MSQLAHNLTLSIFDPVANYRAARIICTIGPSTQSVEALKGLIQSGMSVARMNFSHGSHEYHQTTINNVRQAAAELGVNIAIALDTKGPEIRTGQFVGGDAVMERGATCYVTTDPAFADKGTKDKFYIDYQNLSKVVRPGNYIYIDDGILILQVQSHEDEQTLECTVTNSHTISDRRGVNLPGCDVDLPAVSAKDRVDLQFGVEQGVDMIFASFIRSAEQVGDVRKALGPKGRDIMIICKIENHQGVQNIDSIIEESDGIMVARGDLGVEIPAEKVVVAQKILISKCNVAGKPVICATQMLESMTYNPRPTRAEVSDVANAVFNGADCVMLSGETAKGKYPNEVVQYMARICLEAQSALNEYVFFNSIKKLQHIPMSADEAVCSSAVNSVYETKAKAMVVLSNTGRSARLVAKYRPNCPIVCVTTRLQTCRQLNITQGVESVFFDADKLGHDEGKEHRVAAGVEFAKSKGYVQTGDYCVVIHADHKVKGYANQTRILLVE
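qHTS format; LmPK 0.1 nM; substrates PEP 0.5 mM and ADP 0.1 mM. One-hour room-temperature incubation, then coupled luciferase luminescence; 0.5 nM enzyme wells mark activation.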
AmpC no deterg – AmpC beta-lactamase inhibition without detergent; P00811; AmpC nitrocefin hydrolysis, absorbance 480 nm, 0.0001% Triton; Potency, µM (highest dose often 57.1 µM), inactives show top-dose activity change, negative = inhibition, hits mostly inhibitors; 0.52% of 330,000 active; AID 485341;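 note: potency is the fitted concentration of half-maximal effect; plate controls were no compound for no effect and no enzyme for full effect; nearly all actives have a fitted effect of over 20% in size; some results filed as inactive show a strong effect at the top dose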
Target sequence (P00811 whole entry, looked up): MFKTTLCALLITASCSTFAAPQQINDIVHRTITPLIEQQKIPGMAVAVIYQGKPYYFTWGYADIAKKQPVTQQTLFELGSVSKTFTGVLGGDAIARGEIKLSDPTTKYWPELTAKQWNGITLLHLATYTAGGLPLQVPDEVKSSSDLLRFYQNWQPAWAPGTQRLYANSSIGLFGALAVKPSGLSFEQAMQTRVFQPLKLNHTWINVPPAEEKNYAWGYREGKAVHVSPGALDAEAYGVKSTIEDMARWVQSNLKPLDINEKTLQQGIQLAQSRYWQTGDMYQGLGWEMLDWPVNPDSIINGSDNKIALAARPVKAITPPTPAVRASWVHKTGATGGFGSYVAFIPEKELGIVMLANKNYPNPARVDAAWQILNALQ
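20 mM phosphate pH 7.0 + 0.01% (detergent screen) or 0.0001% Triton X-100; 5.3 nM AmpC reagent; cpd preinc 15 min RT; nitrocefin (800 uM stock) to start; A480 q20 s × 4 min; Activity was normalised to no-enzyme and no-compound control wells.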
Pf growth 48h – P. falciparum growth inhibition at 48 hours (one generation); P. falciparum luciferase growth in erythrocytes, 48 h; Potency, µM (doses to about 28.7 µM), for inactives: at the highest dose activity change, negative = inhibition, hits mostly inhibitors; 5.9% of 310,000 active; note: potency is the fitted concentration of half-maximal effect; % is set by controls: 0 for no effect and ±100 for the full control effect
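Read-out is firefly luciferase luminescence from an integrated reporter in P. falciparum, so falling signal marks reduced parasite growth. Infected erythrocytes were at 2% hematocrit and 0.1% parasitemia (final) in Albumax-supplemented RPMI 1640.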
Starred values were filed as active, the others as inactive; ? = inconclusive; nt = no result given; & = joins results of further samples; [ ] = another dose, or the depositor's remark. Unless noted, calls come from the whole dose curve; as a rule, active = well fitted curve in the direction sought with a large enough effect; inconclusive = small, poorly fitted or top-dose-only effect, or another doubt; inactive = no such curve, though single readings can be large; an effect the other way counts as inactive or inconclusive. Hits appear at their usual frequency, and some 22% of all compounds hit somewhere here.

SMILES	Pf growth 96h	Tb PYK inh	CHX counter	Shiga inhibitor	LmPK inh	AmpC no deterg	Pf growth 48h
COc1ccc(N(C)C(=O)c2cc3c(Cl)nc4ccccc4c3s2)cc1	?	-6%	0	-5	3%	-46%	?
Cc1cc(C)c(NC(=O)CCc2c(C)noc2C)c(C)c1	14%	-11%	nt	nt	nt	-7%	0%
CCCN1CCC(=NNC(=O)CSc2cc(C)c(Br)cc2C)CC1	22%	-8%	0	-10	-2%	-15%	-2%
Cc1ccc(-c2ccc(/C=N\NC(=O)c3cc4c(ccc5ccccc54)o3)o2)cc1[N+](=O)[O-]	2.9µM*	-10%	-2	10	7%	-8%	?
COc1cc(C(c2oc(CO)cc(=O)c2O)c2oc(CO)cc(=O)c2O)cc(OC)c1OC	?	-16%	-4	-9	-1%	-8%	-24%
C/C(=N\NC(=S)NCc1ccccc1)c1ccco1	?	-12%	19*	37*	-1%	-39%	7%
O=C(c1cccs1)N1CCN(Cc2ccccc2)CC1	18%	0%	-3	-3	0%	-1%	2%
Cc1sc2ncn(CC(=O)N(C)C3CCCCC3)c(=O)c2c1C	9%	-5%	nt	nt	nt	-4%	-4%
O=C(CC1SCCNC1=O)Nc1cccc(Cl)c1 (centres undefined)	nt	0%	17*	39*	-2%	-16%	37%[activator]
Cc1c(O)cc2n(c1=O)-c1ccccc1C2(C)C	5%	3%	-2	-2	4%	2%	-20%
COCC1CCN(C(=O)c2ccc(OC3CCN(Cc4ccccn4)CC3)cc2)C1 (centres undefined)	?	-4%	5	-30	-3%	-5%	2%
NC(=O)c1cc(S(=O)(=O)NC2CCCCC2)co1	8%	-7%	-4	22	4%	-7%	-10%
CC(C)NC(=O)c1ccc(CN2CCC(Cc3ccccc3)CC2)cc1	?	-1%	-2	-2	0%	-20%	?
Cc1nnc2c(N3CCN(CCO)CC3)nc3ccccc3n12	13µM*	1%	1	-7	-7%	-24%	-25%
CC(C)CN(C(=O)c1cccc(S(=O)(=O)N2CCCCC2)c1)C1CCS(=O)(=O)C1 (centres undefined)	24%	5%&0%	-3	-7	7%	40%	16%
O=C(OCC#CCSc1nnc(-c2cccc3ccccc23)o1)c1cccs1	10%	-4%	9	11	-1%	-29%	18%
COC(=O)c1cc(OC)c(OC)cc1NC(=O)Cn1nnc(-c2ccccc2Cl)n1	27%	-2%	-1	-6	3%	-19%	4%
Cc1cc(C)nc(NC2=NCC(=O)N2c2cccc(Cl)c2)n1	?	1%	-2	-16	0%	-10%	-9%
Cc1c(NC(=O)C(C)Sc2n[nH]c(N)n2)c(=O)n(-c2ccccc2)n1C (centres undefined)	-16%	-24%	-2	40	-3%	-4%	nt
CC(CC(F)(F)F)N1CCC(n2nccc2NC(=O)CCOc2ccccc2)CC1 (centres undefined)	0%	2%	3	-11	10%	52%	-1%
Cc1nc2ccccc2c(=O)n1NC(=O)c1ccccc1Cl	-26%	5%	1	-6	8%	-21%	7%
COc1ccc(OCCCC(=O)OCC(=O)Nc2ccc(Cl)cn2)cc1	23%	-3%	nt	nt	nt	-25%	2%
CSc1ccc(C(=O)C2CCCN(C(=O)Cn3cnnn3)C2)cc1 (centres undefined)	?	2%	-2	-4	-11%	2%	1%
COc1ccc(N(C(=O)c2snc(C(N)=O)c2N)C(C(=O)NCc2ccc(F)cc2)c2ccc(C)o2)c(OC)c1 (centres undefined)	-4%	-4%	-2	-8	4%	39%	?
Cc1nn(C)c(Cl)c1CN1CCC(Oc2ccc(C(=O)N3CCCC3)cc2)CC1	50%[activator]	-10%	1	-30	-12%	35%	-15%
Cc1ccc(CCNC(=O)C2CCCN(S(=O)(=O)c3c(C)nn(C)c3C)C2)cc1 (centres undefined)	-15%	-5%	-5	-11	13%	42%	nt
CN=C1C([N+](=O)[O-])=CC=C2C1=NC1(CCCCC1)N2O	49%[activator]	-13%	-2	0	-30%	-40%	8%
Cc1ccc(N2C(=O)NC(=O)/C(=C/c3ccoc3)C2=O)cc1	22%	?	-3	40	19%	-30%	5%
COc1ccc(OC)c(CCNC(=O)c2ccc(CS(=O)Cc3ccc(Cl)cc3)o2)c1 (centres undefined)	?	1%	-4	3	-2%	127%[activator]	4%
CC(=O)c1c(C)nn(-c2ccccc2)c1C	8%	-1%	-1	-3	-3%	-17%	0%
COc1ccc(CCNC(=O)/C=C/c2ccc(S(=O)(=O)N3CCOCC3)cc2)cc1	?	2%	nt	nt	nt	-9%	-17%
Nc1nc(-c2cccnc2)nn1C(=O)c1ccc(F)cc1	?	2%	-1	10	9%	-1%	63%[activator]
O=C(CN1C(=O)C2CC=CCC2C1=O)NCC1COc2ccccc2O1 (centres undefined)	9%	3%	-1	-7	0%	-10%	39%[activator]
Cn1ccnc1C1CCCCN1C(=O)c1cc(COc2ccc(F)cc2Cl)on1 (centres undefined)	19%	0%	-2	-12	0%	130%[activator]	?
CCn1cc(/C=N\NC(=O)c2ccc(F)cc2)cn1	42%[activator]	-5%	14	34	-5%	-4%	20%
Cc1ccc2cc(C#N)c(N3CCN(C)CC3)nc2c1	1%	5%	-3	-6	4%	-15%	2%
CC(C)=CCN1CCN(Cc2nc(-c3ccc(F)cc3)cs2)CC1CCO (centres undefined)	?	-1%	-2	4	1%	70%[activator]	?
O=C(NNC(=O)c1cc(Br)c(Br)s1)c1ccncc1	49%[activator]	0%	nt	nt	nt	-10%	11%
Cc1ccccc1CNC(=O)/C=C\C(=O)O	7%	-12%	-4	-9	-3%	-15%	1%
O=c1oc(CCO)cc2ccc(C#Cc3ccsc3)cc12	42%[activator]	-6%	nt	nt	nt	8%	109%[activator]

Arranged by heavy-atom count (low to high): part of the list above.
SMILES	Pf growth 96h	Tb PYK inh	CHX counter	Shiga inhibitor	LmPK inh	AmpC no deterg	Pf growth 48h
Cc1ccccc1CNC(=O)/C=C\C(=O)O	7%	-12%	-4	-9	-3%	-15%	1%
CCn1cc(/C=N\NC(=O)c2ccc(F)cc2)cn1	42%[activator]	-5%	14	34	-5%	-4%	20%
Cc1ccc2cc(C#N)c(N3CCN(C)CC3)nc2c1	1%	5%	-3	-6	4%	-15%	2%
Nc1nc(-c2cccnc2)nn1C(=O)c1ccc(F)cc1	?	2%	-1	10	9%	-1%	63%[activator]
Cc1ccc(N2C(=O)NC(=O)/C(=C/c3ccoc3)C2=O)cc1	22%	?	-3	40	19%	-30%	5%
CSc1ccc(C(=O)C2CCCN(C(=O)Cn3cnnn3)C2)cc1 (centres undefined)	?	2%	-2	-4	-11%	2%	1%
COc1ccc(OCCCC(=O)OCC(=O)Nc2ccc(Cl)cn2)cc1	23%	-3%	nt	nt	nt	-25%	2%
CC(C)=CCN1CCN(Cc2nc(-c3ccc(F)cc3)cs2)CC1CCO (centres undefined)	?	-1%	-2	4	1%	70%[activator]	?
Cc1ccc(CCNC(=O)C2CCCN(S(=O)(=O)c3c(C)nn(C)c3C)C2)cc1 (centres undefined)	-15%	-5%	-5	-11	13%	42%	nt
COc1ccc(CCNC(=O)/C=C/c2ccc(S(=O)(=O)N3CCOCC3)cc2)cc1	?	2%	nt	nt	nt	-9%	-17%
COc1ccc(OC)c(CCNC(=O)c2ccc(CS(=O)Cc3ccc(Cl)cc3)o2)c1 (centres undefined)	?	1%	-4	3	-2%	127%[activator]	4%
COc1ccc(N(C(=O)c2snc(C(N)=O)c2N)C(C(=O)NCc2ccc(F)cc2)c2ccc(C)o2)c(OC)c1 (centres undefined)	-4%	-4%	-2	-8	4%	39%	?

Next part:
SMILES	Pf growth 96h	Tb PYK inh	CHX counter	Shiga inhibitor	LmPK inh	AmpC no deterg	Pf growth 48h
Cc1ccnc(NC2OC(=O)c3ccccc32)c1 (centres undefined)	nt	-4%	10	26	-2%	-17%	10%
CCOc1cc(C2C3=C(CCCC3=O)Nc3ccc4ncccc4c32)ccc1O (centres undefined)	-2%	-4%	-2	-5	0%[11.5 µM]	-29%	-10%
O=C(NCC(=O)N1CCOCC1)c1ccccc1	41%[activator]	-5%	15*	55*	3%	-26%	56%[activator]
Cc1ccc(CN2C(=O)C(Cc3ccccc3)Nc3ncnc(N4CCCCC4)c32)cc1 (centres undefined)	4.7µM*	-13%&3%	nt	nt	nt	-28%	1.7µM*
Cc1sc2ncnc(N/N=C/c3ccc(O)cc3)c2c1C	?	12%	16	16	-1%	-14%	13%
CC(C)(C)C(=O)COC(=O)c1cc2ccccc2cc1O	nt	-1%	25*	39	0%	-21%	50%[activator]
COc1cc(C2C(C#N)=C(N)Oc3cc(N)ccc32)cc(OC)c1OC (centres undefined)	?	-8%	-1	-4	3%	-24%	-22%
O=C(c1cc(F)ccc1F)C1CCCN(C(=O)c2ccc3nccnc3c2)C1 (centres undefined)	32%[activator]	0%	22*	31*	1%	16%	-32%
O=C(CN(C1CCCCC1)C1CCCCC1)N1CCc2ccccc2C1	13µM*	-3%	1	3	-9%	13%	nt
O=C1OC(Nc2ccc(Cl)cn2)c2ccccc21 (centres undefined)	nt	2%	-1	-9	0%	-11%	-3%
CCN(CC)c1ccc(/C=N/NC(=O)C2CC2)cc1	1%	0%	48*	80*	9%	-3%	?
O=C(COC(=O)C1=Cc2ccccc2OC1)NC1CCCC1	8%	-4%	17*	5	0%	?	9%
COC(=O)c1nn(-c2cccc(Cl)c2)cc(OC)c1=O	-21%	4%	-5	-4	1%	-1%	-30%[0.00184 µM]
Cc1cc(F)c(F)c(C(=O)N2CCOCC2)c1	?	0%	-3	-13	4%	-24%	44%[activator]
O=C(CN1C(=O)C2(OCCCO2)c2ccccc21)NCc1ccccc1	71%[activator]	-4%	1	-10	-5%	-6%	-3%
Cc1cc(C)cc(NC(=S)NC2CC3CCCC(C2)N3Cc2cccs2)c1 (centres undefined)	2.3µM*	2%	-1	-12	4%	-13%	9.3µM*
CC(C)c1ccc(NC(=O)CSc2nc3ccsc3c(=O)n2Cc2ccc(C(=O)O)cc2)cc1	?	5%	14	-15	7%	-18%	0%

Some of these compounds in order of heavy-atom count, largest number first.
SMILES	Pf growth 96h	Tb PYK inh	CHX counter	Shiga inhibitor	LmPK inh	AmpC no deterg	Pf growth 48h
Cc1ccc(CN2C(=O)C(Cc3ccccc3)Nc3ncnc(N4CCCCC4)c32)cc1 (centres undefined)	4.7µM*	-13%&3%	nt	nt	nt	-28%	1.7µM*
O=C(CN1C(=O)C2(OCCCO2)c2ccccc21)NCc1ccccc1	71%[activator]	-4%	1	-10	-5%	-6%	-3%
Cc1ccnc(NC2OC(=O)c3ccccc32)c1 (centres undefined)	nt	-4%	10	26	-2%	-17%	10%
